Screens deposited in PubChem BioAssay by Icahn School of Medicine at Mount Sinai.
RBX1-CUL1 inh = inhibitors of human ROC1-CUL1 ubiquitin ligase activity. inhibition, % at 10 µM. 0.6% of 140,000 active. AID 1347404, 2020. in vitro K48 di-Ub FRET, acceptor:donor ratio, 45 min; in the data active = inhibition above about 25%
Target sequence (P62877 whole entry, looked up): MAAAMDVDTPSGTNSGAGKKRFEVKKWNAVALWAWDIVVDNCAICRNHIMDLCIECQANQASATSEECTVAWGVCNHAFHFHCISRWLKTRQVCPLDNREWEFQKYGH
Target sequence (Q13616 whole entry, looked up): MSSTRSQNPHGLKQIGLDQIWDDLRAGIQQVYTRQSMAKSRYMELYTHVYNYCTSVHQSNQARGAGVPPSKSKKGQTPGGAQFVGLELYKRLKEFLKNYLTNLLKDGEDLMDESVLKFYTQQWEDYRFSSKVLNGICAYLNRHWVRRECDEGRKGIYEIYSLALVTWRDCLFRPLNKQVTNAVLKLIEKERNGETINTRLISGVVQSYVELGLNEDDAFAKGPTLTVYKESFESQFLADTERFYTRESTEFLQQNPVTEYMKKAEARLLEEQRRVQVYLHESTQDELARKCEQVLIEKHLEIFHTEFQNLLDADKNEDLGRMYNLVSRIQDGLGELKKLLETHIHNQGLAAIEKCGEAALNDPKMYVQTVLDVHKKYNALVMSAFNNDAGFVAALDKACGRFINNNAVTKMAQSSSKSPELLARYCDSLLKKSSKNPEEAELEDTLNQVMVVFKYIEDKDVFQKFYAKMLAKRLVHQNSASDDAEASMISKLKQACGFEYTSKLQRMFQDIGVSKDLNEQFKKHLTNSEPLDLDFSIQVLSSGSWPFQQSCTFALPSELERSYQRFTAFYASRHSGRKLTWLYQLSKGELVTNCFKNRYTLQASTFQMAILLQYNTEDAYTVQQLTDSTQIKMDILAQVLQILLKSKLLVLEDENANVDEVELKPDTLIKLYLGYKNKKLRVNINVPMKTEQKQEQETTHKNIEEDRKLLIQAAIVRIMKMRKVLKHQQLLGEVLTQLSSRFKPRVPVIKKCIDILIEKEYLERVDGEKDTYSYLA
Active calls of the source: *. Only part of the results is shown; rates above refer to the full screens.

RBX1-CUL1 inh,mol
3,CCCCN(CCCC)CCNC(=O)c1cn(CC)c2ccc(S(=O)(=O)N(C)C3CCCCC3)cc2c1=O
4,CSC(=NC#N)SCOc1cccc(Cl)c1Cl
8,Cc1cccc(NC(=O)C2CCN(S(=O)(=O)c3ccc(F)cc3)CC2)c1C
2,Cc1ccc(C(=O)CC(Sc2ccccc2N)c2cccc([N+](=O)[O-])c2)cc1 (stereo not given)
7,CCCN(CCC)C(=O)c1cnn(-c2ccccc2Cl)c1NC(C)=O
-2,COc1ccc(C(=O)N2CCCC2)c(OC2CCN(C(=O)C3CCOC3)CC2)c1 (stereo not given)
4,Cc1nc2sc(C)c(-c3ccccc3)c2c(=O)[nH]1
3,O=C(CSCc1c(Cl)cccc1Cl)Nc1ccc2c(c1)C(=O)N(CC1CCCO1)C2=O (stereo not given)
-2,Cc1ccc(OC2CCN(Cc3ccncc3)CC2)c(C(=O)N2CCCO2)c1
7,COc1cc(NC(=O)c2sc3nc4c(cc3c2N)CCCCC4)cc(OC)c1OC
-5,Cc1oc(-c2ccccc2NS(=O)(=O)Cc2ccccc2)nc1CNC(=O)CCC1CCCC1
3,CSc1nnc(-c2c(C)nc3ccccn23)o1
-5,CC(=O)Nc1ccc(C(=O)OCCOC(=O)C2C(C)=NC(C)=C(C(=O)OCCNC(=O)c3ccccc3O)C2c2cccc([N+](=O)[O-])c2)cc1 (stereo not given)
6,C/C(Cl)=C\Cc1c(C)[nH]c2ccc(Br)cc2c1=O
-5,Cc1ccc(-c2nnc(Nc3ccc(OC(F)(F)F)cc3)c3ccccc23)cc1S(=O)(=O)NCc1ccccc1
-1,COc1ccccc1N1CCN(S(=O)(=O)Cc2ccccc2C)CC1
0,C#CCSc1nc2ccccc2c(=O)n1Cc1ccccc1
3,Cc1ccccc1-n1nc2c(=O)[nH]nc(C)c2c1C
2,CCOc1ccc(N2C(=O)C3C4CCCN4C4(C(=O)c5ccccc5C4=O)C3C2=O)cc1 (stereo not given)
6,Cc1cc(N2CCC(Cn3cc(-c4ccccn4)nn3)CC2)nc(N)n1
3,Cc1c(Cc2ccccc2)c(N2CCCC2)n2c(nc3ccccc32)c1C#N
-3,Cc1cc([N+](=O)[O-])ccc1NC(NC(=O)c1cccs1)C(=O)c1ccccc1 (stereo not given)
1,CC(CC(=O)c1ccc(Br)cc1)=NNC(=O)c1ccccc1
1,CC(C)c1nn2c(Cc3ccc(F)cc3)nnc2s1
-2,CCOC(=O)c1cc2c([nH]c1=O)CC(c1ccccc1)CC2=O (stereo not given)
8,COc1cc(OC(C)=O)c(C(=O)C(c2cc3c(cc2O)OCO3)C(OC)OC)c(OC)c1OCc1ccccc1 (stereo not given)
-2,Cc1sc2nc(SCc3ccccc3Cl)n(N)c(=O)c2c1C
-6,Cc1ccc(-c2csc(NC(=O)CN3C(=O)c4ccccc4C3=O)n2)cc1
6,Cn1c(C2CCC2)nc2cc(C(=O)N3CCc4c(Cl)cccc4C3)cc(NC(=O)C3CCCO3)c21 (stereo not given)
-8,Nc1ccc(Cl)cc1-c1cccc(-c2ccn[nH]2)c1
2,CCc1ccc(CNC(=O)CCCN2C(=O)c3cccnc3Oc3ccc(Cl)cc32)cc1
8,COc1ccc(C(C)C)cc1S(=O)(=O)N1c2ccccc2CC1C (stereo not given)
-5,COc1cc(Nc2ncc3c(n2)CCN(Cc2cccc(C)c2)C3)cc(OC)c1
-9,COCC1CCCCN1C(=O)c1cn(C2CCCCC2)nn1 (stereo not given)
2,Cc1nc(SCC(=O)Nc2c(Cl)cccc2Cl)c2c3c(sc2n1)CCC3
-5,C/C=C/Cn1c(=O)c2c(nc3n2CCN3c2cccc(C)c2)n(C)c1=O
-13,CCc1ccc(-n2c(C)cc(/C=C3/C(=N)N4N=C(C(F)(F)F)SC4=NC3=O)c2C)cc1
0,Cc1noc(C)c1S(=O)(=O)N(CC(=O)Nc1ccc(C(F)(F)F)cc1)c1ccc(C(C)C)cc1
-14,COc1ccc(C)cc1NC(=O)Nc1ccccc1OCc1cc(=O)n2ccccc2n1
5,Cc1oc(-c2ccc(Cl)cc2)nc1CN1CCC(C(=O)NCCCN2CCN(c3cccc(Cl)c3)CC2)CC1
5,N#Cc1cccc(Oc2ccc(C(=O)OCC(=O)c3ccccc3)cc2)c1C#N
7,COc1c(OC(=O)COc2ccc(Cl)cc2)cnn(Cc2ccccc2)c1=O
-2,Cc1cn2c(nc3c2c(=O)n(Cc2ccc(Br)cc2)c(=O)n3C)[nH]1
3,Cc1cc2ncn(CCCCOc3ccccc3)c2cc1C
0,Cc1nnc(SCc2ccc(Cl)cc2)c2cc3occc3n12
7,CCOc1ccccc1C1N=C(N)Nc2nc3ccccc3n21 (stereo not given)
-4,C#CCOc1ccccc1/C=N/NC(=O)C(O)c1ccccc1 (stereo not given)
14,COc1ccccc1N1CCN(C(=O)CC2(c3ccccc3OC)CC(=O)N(C)C2=O)CC1 (stereo not given)
-2,CC1CCN(c2oc(-c3ccc(COc4ccccc4)o3)nc2C#N)CC1
4,O=C(CSc1nnc(-c2cccs2)n1Cc1ccco1)Nc1ccc2c(c1)OCCO2
6,Nc1c(C(=O)Nc2ccc3c(c2)OCO3)sc2ncccc12
0,COC(=O)CC1(C)NCCNC1=O (stereo not given)
-2,NC1=NC(=O)CC(C(=O)Nc2ccc(Br)cc2)S1 (stereo not given)
-5,CCOC(=O)c1cnc(N2CCN(c3ccc(C)cc3C)CC2)c2ccccc12
-11,Cc1ccc(CN(C)C(=O)Cn2nnnc2CN(C)C(C)C)o1
9,COCCN1C(=O)CC(CC(=O)N2CCCC(C(=O)c3nccn3C)C2)(c2ccccc2F)C1=O (stereo not given)
-4,CCOc1ccc(-c2cn3c(n2)sc2cc(C(=O)NCCCc4ccccc4)ccc23)cc1
1,COc1cccc(-c2nnc(SCc3ccccc3C)o2)c1
1,O=C(N/N=C/c1ccc([N+](=O)[O-])s1)c1ccc2c(c1)OCCO2
4,CC(=O)c1ccc(-c2cc(F)cc3c2OC(CNC(=O)C#Cc2ccccc2)C3)s1 (stereo not given)

Part of the list above in order of count of non-hydrogen atoms, high to low.
RBX1-CUL1 inh,mol
-5,CC(=O)Nc1ccc(C(=O)OCCOC(=O)C2C(C)=NC(C)=C(C(=O)OCCNC(=O)c3ccccc3O)C2c2cccc([N+](=O)[O-])c2)cc1 (stereo not given)
-5,Cc1ccc(-c2nnc(Nc3ccc(OC(F)(F)F)cc3)c3ccccc23)cc1S(=O)(=O)NCc1ccccc1
5,Cc1oc(-c2ccc(Cl)cc2)nc1CN1CCC(C(=O)NCCCN2CCN(c3cccc(Cl)c3)CC2)CC1
3,CCCCN(CCCC)CCNC(=O)c1cn(CC)c2ccc(S(=O)(=O)N(C)C3CCCCC3)cc2c1=O
9,COCCN1C(=O)CC(CC(=O)N2CCCC(C(=O)c3nccn3C)C2)(c2ccccc2F)C1=O (stereo not given)
-5,Cc1oc(-c2ccccc2NS(=O)(=O)Cc2ccccc2)nc1CNC(=O)CCC1CCCC1
14,COc1ccccc1N1CCN(C(=O)CC2(c3ccccc3OC)CC(=O)N(C)C2=O)CC1 (stereo not given)
-14,COc1ccc(C)cc1NC(=O)Nc1ccccc1OCc1cc(=O)n2ccccc2n1
-13,CCc1ccc(-n2c(C)cc(/C=C3/C(=N)N4N=C(C(F)(F)F)SC4=NC3=O)c2C)cc1
7,COc1cc(NC(=O)c2sc3nc4c(cc3c2N)CCCCC4)cc(OC)c1OC
5,N#Cc1cccc(Oc2ccc(C(=O)OCC(=O)c3ccccc3)cc2)c1C#N
7,COc1c(OC(=O)COc2ccc(Cl)cc2)cnn(Cc2ccccc2)c1=O
-6,Cc1ccc(-c2csc(NC(=O)CN3C(=O)c4ccccc4C3=O)n2)cc1
2,Cc1nc(SCC(=O)Nc2c(Cl)cccc2Cl)c2c3c(sc2n1)CCC3
-1,COc1ccccc1N1CCN(S(=O)(=O)Cc2ccccc2C)CC1
-2,Cc1cn2c(nc3c2c(=O)n(Cc2ccc(Br)cc2)c(=O)n3C)[nH]1
-2,CCOC(=O)c1cc2c([nH]c1=O)CC(c1ccccc1)CC2=O (stereo not given)
1,CC(CC(=O)c1ccc(Br)cc1)=NNC(=O)c1ccccc1
-8,Nc1ccc(Cl)cc1-c1cccc(-c2ccn[nH]2)c1
6,C/C(Cl)=C\Cc1c(C)[nH]c2ccc(Br)cc2c1=O
3,CSc1nnc(-c2c(C)nc3ccccn23)o1
0,COC(=O)CC1(C)NCCNC1=O (stereo not given)

(continued)
RBX1-CUL1 inh,mol
-15,COc1ccc(CNC(=O)c2cc(-c3ccc(OC)cc3)on2)cc1
-5,COC(=O)c1cc2occc2n1Cc1nc(-c2ccc(C)cc2)oc1C
-10,O=C(CSC1=Nc2ccccc2N=C(c2ccc(F)cc2)C1)NCc1ccc(F)cc1
2,COc1cc2c(cc1OC)C1N(CC2)C(C(=O)c2cccs2)=NN1c1ccccc1 (stereo not given)
5,Cc1ccccc1NC(=O)Cn1cc(S(=O)(=O)c2ccccc2)c(=O)c2ccccc21
-8,COc1ccc(CC(=O)NCC2CCCN(Cc3ccncc3)C2)cc1 (stereo not given)
7,CCN1C(=O)S/C(=C/c2c(OCc3ccc(C(=O)O)cc3)ccc3ccccc23)C1=O
0,CCc1ccccc1NC(=O)COC(=O)c1cn(CC)c2nc(C)ccc2c1=O
48*,CN1C(=O)/C(=C/c2cc(Br)c(Sc3ccc(Cl)cc3)o2)C(=O)NC1=S
5,COC(=O)c1ccc(C2Nc3c(C)cccc3-c3cc(C)nn32)cc1 (stereo not given)
-5,Fc1cccc(C2(CN3CCC(Oc4ncccn4)CC3)CCOC2)c1 (stereo not given)
3,Cc1[nH]c2ccc(OC(F)(F)F)cc2c1CCNC(=O)c1cc(F)c(F)cc1Cl
2,CCCCOc1ccc(C(=O)N2CCCCC2CCN2CCOCC2)cc1 (stereo not given)
-1,CCn1c(=O)n(-c2ccc3c(c2)OCO3)c2nc(-c3cc(OC)ccc3OC)nc(C(N)=O)c21
-2,CCOC(=O)c1c2n(c3c(SC)ncnc13)CCC2
-5,COc1ccc(CN2CCCC(CO)(Cc3ccc(F)cc3)C2)cc1 (stereo not given)
4,Brc1ccc2scc(CN(Cc3ccccc3)Cc3ccccc3)c2c1
-6,O=C(Cc1ccc(Br)cc1)NCc1cccnc1
4,CC(C)(C)c1ccc(C(=O)Nc2cccc(N3CCCC3)c2)cc1
-4,Cc1nnsc1C(=O)Oc1ccccc1Cl
1,Cc1ccsc1CNn1cn[nH]c1=S
6,CCNc1ncc(-c2cc(C(=O)N3CCCC3)c3cc(Cl)ccc3n2)cn1
7,COc1ccc(-c2cc(C(F)(F)F)nn2-c2ncc(-c3ccc(OC(C)=O)cc3)s2)cc1
2,COc1cc(=O)n2c(c1C(=O)NC(C)c1ccco1)CCN(Cc1cnn(C)c1C)CC2 (stereo not given)
8,CCc1ccccc1-n1c(C)c(C)n2c3c(=O)n(CCCO)c(=O)n(C)c3nc12
-4,Cn1cc(CN2CCCC2C(=O)Nc2ccccc2Oc2cccnc2)cn1 (stereo not given)
6,CC1CCCN(CCCNC(=O)c2ccc3c(c2)N(Cc2cccc(Cl)c2)C(=O)c2ccccc2S3(=O)=O)C1 (stereo not given)
2,O=S(=O)(c1ccccc1)n1c(CCCC2CCCCC2)nc2ccccc21
3,Cc1nc2ccccc2c(-c2ccccc2)c1C(=O)c1ccccc1
11,CCN(CC)c1ccc(/C=C2\SC(=O)N(c3cccc(Cl)c3)C2=O)cc1
-10,COc1cc(Nc2nc(-c3ccc(OC)c(OC)c3)nc3ccccc23)cc(OC)c1
-2,CCOc1ccc(NC(=O)c2cc3c(-c4ccccc4F)nn(C)c3s2)cc1
1,O=C(Nc1ccc2c(c1)CN(C(=O)C[n+]1cc([O-])on1)CC2)c1ccccc1Cl
3,CCOc1ccc(Br)cc1S(=O)(=O)N1CCCCC1C (stereo not given)
6,CCOC(=O)c1sc(NC(=O)CSc2ccccc2)c(C(N)=O)c1C
-5,O[C@@H]1CN(Cc2cc3ccccc3o2)CC[C@H]1N1CCCCCC1
2,CC(C)CCOc1ccc(Br)cc1C(=O)Nc1nc2nc3ccccc3n2cc1C#N
0,Cc1cccc(-n2c3nc(=O)[nH]c(=O)c-3cc3c(C)nn(-c4ccccc4)c32)c1C
1,Cc1ccc2[nH]cc(C(c3ccccc3)c3cccs3)c2c1 (stereo not given)
-7,CCn1ccnc1CN(C)C(=O)CC(c1ccccc1)c1ccc(Cl)cc1 (stereo not given)
-12,CCC(C)NC(=O)c1ccc2nc(Cc3ccccc3)oc2c1 (stereo not given)
4,Cc1ccccc1-c1nn2c(=O)cc(CN3CCN(C(=O)c4ccc(C(C)(C)C)cc4)CC3)nc2s1
-3,Cc1ccc(NC(=O)CCCCCN2C(=O)c3ccccc3C2=O)nc1
-10,CN(C)CCCC1=Cc2ccccc2Sc2ccccc21
-3,Cc1cc(Br)c(Nc2nc(Cl)nc(N3CCOCC3)n2)cc1Cl
8,O=C(O)c1cc(NS(=O)(=O)c2cccc3cccnc23)ccc1O
0,O=C1N(C2Cc3ccccc3C2)C[C@@H]2C[C@@H](c3cnc(N4CCOCC4)s3)N3CCC[C@@]123
-1,N=c1c2c(n(Cc3ccc(Br)cc3)c3c1CCC3)CCCC2
66*,Cc1ccc(/C=C/C(=O)Nc2ccc(C)c(Cl)c2)o1
-3,COc1ccccc1Oc1ncnc2scc(-c3ccc(Cl)cc3)c12
0,O=C1CSC(c2cn(-c3ccccc3)nc2-c2ccccc2)N1c1ccccc1 (stereo not given)
5,COCCn1ccc(-c2cccc(-c3ccc(OC(C)C)nn3)c2)n1
2,Clc1ccc2c(c1)C=Cc1ccccc1S2
7,CCOc1ccc(Br)cc1CNc1nn[nH]n1
-3,CCOC(=O)CC1COCCN1C(=O)CCc1nnc(-c2ccccc2)o1 (stereo not given)
-4,CCOC(=O)c1oc2cc(O)c(CC)cc2c(=O)c1-c1csc(-c2ccccc2)n1
4,CCOc1ccccc1NC(=O)Cn1nnc(C(=O)NCc2ccc(F)cc2)c1N
0,O=C(c1ccccc1)c1ccccc1NC(=O)C12CC3CC(C1)CC(n1cnc(Cl)n1)(C3)C2
-11,CCC(=O)n1nc(-c2ccccc2)cc1C
7,COc1cc(OC)cc(OCc2ccc(Cl)cc2Cl)c1
-2,CCCCOC(=O)c1ccc(NCN2C(=O)S/C(=C/c3ccc(C)o3)C2=O)cc1
1,Cc1ccccc1NC(=O)CCS(=O)(=O)c1cc(Br)cc2c1N(C(=O)C1CC1)CC2
